BCR signal inh: qHTS Assay to Find Inhibitors of Chronic Active B-Cell Receptor Signaling; ABC-DLBCL IkBa-CBG/CBR reporter, luminescence ratio, 4 h; Potency, µM (top dose mostly 46.1 µM), inactives show at the top dose ratio change, negative = lower green/red ratio, hits mostly inhibitors; 340,000 tested, 0.05% active; active = well fitted inhibition curve with a large enough effect in the signal ratio, with a control signal flat, not every such curve was filed as active; inconclusive = small, poorly fitted or top-dose-only effect, or effect the other way, or a change in a side signal; the % refers to the signal ratio;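 note: potency is the fitted concentration of half-maximal effect; plate controls were basal doxycycline-induced cells for no effect and cells given 10 µM MG132 for full effect; MG132 reads +100%, hits lower the ratio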
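Compounds up to 46 uM were incubated four hours with TMD8 cells whose green CBG68 luciferase is fused to IkappaBalpha; red CBR luminescence normalised the signal, and concentration-effect curves were fitted to fusion, red and ratio data.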
ELG1 DNA repair: qHTS screen for small molecules that inhibit ELG1-dependent DNA repair in human embryonic kidney (HEK293T) cells expressing luciferase-tagged ELG1. 330,000 tested, 2.3% active. Potency, µM (series often up to 46.1 µM), without a hit: top-dose activity change, negative = inhibition, usual class: inhibitors. HEK293T ELG1-luciferase reporter, luminescence, 16 h; DNA damage induced by 5-fluorouridine; note: potency is the fitted concentration of half-maximal effect; % is set by controls: 0 for no effect and ±100 for the full control effect; nearly all actives have a fitted effect of over 55% in size
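Cells (2,000 per well) received 5-fluorouridine plus test compound or DMSO and were incubated 16 hr at 37 °C, 5% CO2. Luciferase activity was read by luminescence 30 min after ONE-Glo addition; signal suppression marked inhibition of damage-induced ELG1 function.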
TSG101-PTAP inh: qHTS Assay for Iinhibitors of HIV-1 Budding by Blocking the Interaction of PTAP/TSG101; Fluorescence polarization, FITC-PTAP peptide / Tsg101 binding; Potency, µM (top dose mostly 115 µM), for inactives: at the top dose activity change, negative = inhibition, usual class: inhibitors; Tumor susceptibility gene 101 protein (Homo sapiens), Q99816; 340,000 tested, under 10 active; active = well fitted inhibition curve with a large enough effect in the main read-out, with a control signal flat, not every such curve was filed as active; inconclusive = small, poorly fitted or top-dose-only effect, or effect the other way, or a change in a side signal; inactive = no such curve, though single readings can be large or run the other way; note: potency is the fitted concentration of half-maximal effect; % of control where 0% means no effect
Target sequence (Q99816 whole entry, looked up): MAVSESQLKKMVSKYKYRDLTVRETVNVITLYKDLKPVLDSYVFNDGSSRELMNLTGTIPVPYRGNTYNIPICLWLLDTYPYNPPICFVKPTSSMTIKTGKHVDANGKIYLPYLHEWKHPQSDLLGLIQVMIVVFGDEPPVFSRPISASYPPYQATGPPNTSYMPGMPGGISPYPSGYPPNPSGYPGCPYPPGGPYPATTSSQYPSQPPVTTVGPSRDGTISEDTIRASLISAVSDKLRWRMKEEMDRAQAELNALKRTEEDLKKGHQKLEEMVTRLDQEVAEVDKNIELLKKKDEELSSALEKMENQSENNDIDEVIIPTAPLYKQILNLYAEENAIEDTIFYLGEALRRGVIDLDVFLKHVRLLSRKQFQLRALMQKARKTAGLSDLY
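Steps: Tsg101 binding domain dispensed (10 uM final), compounds pinned in DMSO, FITC-labeled PTAP-motif peptide added (50 nM final); after 20 min binding at room temperature, polarization measured.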
TCR act: Activators of T cell receptors: qHTS campaign; primary human leukocytes, anti-CD3, IL-2 HTRF, 48 h; Potency, µM (series often up to 9.22 µM), without a hit: at the top dose activation of IL-2 secretion, actives largely listed as activators; 330,000 tested, under 10 active; note: % of control where 0% means no effect
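Human primary leukocytes + a-CD3 beads + cpd, 48 hr; IL-2 in supernatant by HTRF (ex 320nm / em 665nm). No co-stimulatory signal supplied.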
Eya2 phos inh: qHTS Assay for Inhibitors of the Phosphatase Activity of Eya2 | Protein phosphatase EYA2 (Homo sapiens), O00167 | recombinant Eya2, OMFP fluorescence dephosphorylation (OMFP is methylfluorescein phosphate) | Potency, µM (doses to about 76.9 µM), for the others: at the top dose activity, negative = inhibition, actives largely listed as inhibitors | 330,000 tested, 0.006% active | AID 488837, 2010; note: potency is the fitted concentration of half-maximal effect; % is set by controls: 0 for no effect and ±100 for the full control effect
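Eya2 protein (added as 0.2 uM solution) was preincubated with compound for 10 min at ambient temperature in 50 mM HEPES pH 7.5, 50 mM NaCl, 5 uM MgCl2, 0.05% BSA, 1 mM DTT. OMFP (added at 50 uM) then reacted 10 min; fluorescence read at 485/525 nm.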
a7 integrin act: qHTS for Activators of Integrin-Mediated Alleviation for Muscular Dystrophy; alpha7betagal myoblasts, beta-gal FDG fluorescence, 48 h; Potency, µM (highest dose often 38.3 µM), for inactives: top-dose activation, hits mostly activators; 350,000 tested, 0.064% active;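 note: potency is the fitted concentration of half-maximal effect; 100% = response of the positive control SU9516; nearly all actives have a fitted effect of over 60% in size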
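alpha7betagal+/- myoblasts (passage 13, 250/well) treated 48 h at 37C with compounds at 1:260 dilution of DMSO stock. Lysed, then beta-galactosidase activity read as FDG fluorescence (ex 480/em 540) after 30 min, with pre-read for autofluorescence.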
TSHR antag: Antagonists of the Thyroid Stimulating Hormone Receptor: HTS campaign; TSHR-expressing cells, TSH-stimulated cAMP HTRF, 2 h; stronger effect = lower value; activity change, negative = inhibition, % at 11.5 µM; 330,000 tested, 0.2% active; AID 504810, 2011; Thyrotropin receptor (Homo sapiens), P16473;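 active = activity change below a set negative limit, meaning inhibition stronger than a set level, cut at about -70% in these data; inconclusive = activity change between two set negative limits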; note: % is set by controls: 0 for no effect and ±100 for the full control effect
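Freshly harvested TSHR cells receive pin-tooled compound, then EC80 TSH at 4nM final. After 2 hours at 37 deg C, antibody in lysis buffer and cAMP-d2 are added; 30 minutes at ambient temperature precede the HTRF read.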
Tb PFK inh: qHTS Assay to Find Inhibitors of T. brucei phosphofructokinase; Potency, µM (top dose mostly 57.5 µM), for inactives: at the top dose activity, negative = inhibition, actives largely listed as inhibitors; 330,000 tested, 0.17% active; ATP-dependent 6-phosphofructokinase (Trypanosoma brucei brucei), O15648; T. brucei PFK, ADP-Glo luminescence;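 note: potency is the fitted concentration of half-maximal effect; 0% = uninhibited 1x PFK enzyme wells and -100% = no-enzyme wells; nearly all actives have a fitted effect of over 60% in size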
Target sequence (O15648 whole entry, looked up): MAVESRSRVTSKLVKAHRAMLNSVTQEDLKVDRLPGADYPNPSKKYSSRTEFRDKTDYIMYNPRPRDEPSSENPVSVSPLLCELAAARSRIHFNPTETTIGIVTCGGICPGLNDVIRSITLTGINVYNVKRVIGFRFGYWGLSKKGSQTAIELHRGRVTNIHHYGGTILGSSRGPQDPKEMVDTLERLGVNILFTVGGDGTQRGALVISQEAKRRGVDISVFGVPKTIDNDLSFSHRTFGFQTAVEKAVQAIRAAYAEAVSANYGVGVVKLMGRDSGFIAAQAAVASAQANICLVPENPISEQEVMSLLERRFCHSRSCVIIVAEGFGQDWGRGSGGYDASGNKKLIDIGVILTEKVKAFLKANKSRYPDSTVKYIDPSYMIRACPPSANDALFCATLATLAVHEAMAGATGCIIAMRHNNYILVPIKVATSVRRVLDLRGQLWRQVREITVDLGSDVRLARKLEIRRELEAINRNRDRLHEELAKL
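In TEA buffer at pH 8.0 with 5 mM MgCl2, enzyme (1.25 nM) converted F6P (0.5 mM) and ATP (0.1 mM) for 45 min at room temperature. ADP product was read by luciferase luminescence.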
Mito fusion yeast: qHTS Assay for Small Molecule Inhibitors of Mitochondrial Division or Activators of Mitochondrial Fusion. AID 485298, 2010. S. cerevisiae fusion-defective mutant growth rescue, CellTiterGlo 48 h. 320,000 tested, 0.23% active. Potency, µM (doses to about 46.1 µM), for the others: at the top dose growth rescue (activation), actives largely listed as activators;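 note: potency is the fitted concentration of half-maximal effect; % of control where 0% means no effect; nearly all actives have a fitted effect of over 45% in size; temperature-sensitive fusion mutants such as fzo1-1 at 37 °C on non-fermentable ethanol glycerol medium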
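Luminescent cell viability in 1536-well qHTS format served as the measure of rescued growth in ts fusion-mutant S. cerevisiae cultured on non-fermentable YPEG for 48 hours at 37C.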
AT treatment: qHTS Assay for Identifying a Potential Treatment of Ataxia-Telangiectasia; Potency, µM (doses to about 57.5 µM), inactives show at the top dose activation, hits mostly activators; […] A-T fibroblasts, KAP-1 phosphorylation AlphaLISA; neocarzinostatin DNA damage 30 min before lysis; 320,000 tested, 0.19% active; note: potency is the fitted concentration of half-maximal effect; % of control where 0% means no effect; nearly all actives have a fitted effect of over 45% in size
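hTERT-immortalized A-T patient fibroblasts ([…]), 500 cells/well in OPTI-MEM, 1% FBS, got compounds for 60 min, then NCS for 30 min at 37C. Lysates were then assayed for phospho-KAP-1 by AlphaLISA (anti-pKAP1 donor, anti-KAP1 acceptor beads), 6 hr at 25C.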
ASM inhibitor: Inhibitors of Secretory Acid Sphingomyelinase (S-ASM): qHTS | Sphingomyelin phosphodiesterase (Homo sapiens), P17405 | placental ASM, HMU-PC fluorogenic substrate, 60 min | Potency, µM (doses to about 57.5 µM), without a hit: at the top dose activity change, negative = inhibition, usual class: inhibitors | 340,000 tested, 0.006% active | AID 504937, 2011; note: potency is the fitted concentration of half-maximal effect
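Human placenta-derived ASM enzyme was preincubated with compound for 10 minutes at room temperature, then given fluorogenic substrate HMU-PC0 (9 uM final) for 60 minutes at 37 °C; a pH 10 stop preceded fluorescence reading at Ex 386/Em 447 nm.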
Active calls of the source: *; u = inconclusive; x = not tested or not shown; [ ] = another dose, or the depositor's remark. Unless noted, calls come from the whole dose curve; as a rule, active = well fitted curve in the direction sought with a large enough effect; inconclusive = small, poorly fitted or top-dose-only effect, or another doubt; inactive = no such curve, though single readings can be large; an effect the other way counts as inactive or inconclusive.

Values in the order – TCR act, BCR signal inh, ELG1 DNA repair, Tb PFK inh, a7 integrin act, TSHR antag, Mito fusion yeast, AT treatment, Eya2 phos inh, ASM inhibitor, TSG101-PTAP inh
COC(=O)c1ccc(COC(=O)CCS(=O)(=O)c2ccc(C)cc2)cc1
    -4%, 2%, 12%, 0%, 3%, -3, 0%, 0%, -6%, 7%, -1%
CCN=C1NN=C(c2cc(C)n(Cc3ccco3)c2C)CS1
    -4%[46.1 µM], 0%, u, 1%, -36%, 7, -10%, -2%, -11%, -1%, -3%
Cc1cccc(Cn2cc(/C=C/[N+](=O)[O-])c3ccccc32)c1
    -1%, u, 17%, 2%, -69%[inhibitor], -14, -12%, 30%, 17%, -28%, 1%
COC(=O)CCN(C1CCCCC1)S(=O)(=O)c1ccc(S(=O)(=O)NC2CCCCC2)cc1
    -10%, 8%, -17%, -2%, 4%, 6, -3%, 6%, -16%, 0%, 0%
CC(=O)N(c1cccc(Br)c1)c1nc(C)cc(C)c1C#N
    0%, -6%, u, 1%, -4%, -2, -1%, -3%, -14%, 1%, -2%
Cc1onc(-c2ccccc2)c1CNC(=O)C1COc2ccccc2O1 (stereo not given)
    -2%, u, u, 4%, 12%, 8, 8%, 5%, 10%, 3%, -8%
O=C(CCCC(=O)c1ccccc1)NCCc1ccccc1F
    -2%, 0%, 24%, 0%, 3%, -8, -3%, 3%, -6%, 3%, -3%
Cc1ccc(C(=O)NCC(=O)NCC(=O)OCC(=O)c2ccc(F)cc2)cc1
    1%[46.1 µM], 3%, 5%, -7%, 13%, -7, -17%, 0%, 3%, 2%, 1%
CC1=Nn2c(nnc2-c2ccccc2Cl)SC1
    -6%, 1%, 12%, -3%, -12%, -12, 0%, -8%, -2%, 5%, -2%
CCOC(=O)C1=C(CN2CCc3ccccc32)NC(=O)NC1c1cccc([N+](=O)[O-])c1 (stereo not given)
    1%, -2%, u, 2%, -8%, 0, 11%, x, 2%, -3%, -2%

Already shown: an excerpt of the list.
Values in the order – TCR act, BCR signal inh, ELG1 DNA repair, Tb PFK inh, a7 integrin act, TSHR antag, Mito fusion yeast, AT treatment, Eya2 phos inh, ASM inhibitor, TSG101-PTAP inh
COC(=O)c1ccc(COC(=O)CCS(=O)(=O)c2ccc(C)cc2)cc1
    -4%, 2%, 12%, 0%, 3%, -3, 0%, 0%, -6%, 7%, -1%
CCN=C1NN=C(c2cc(C)n(Cc3ccco3)c2C)CS1
    -4%[46.1 µM], 0%, u, 1%, -36%, 7, -10%, -2%, -11%, -1%, -3%
Cc1cccc(Cn2cc(/C=C/[N+](=O)[O-])c3ccccc32)c1
    -1%, u, 17%, 2%, -69%[inhibitor], -14, -12%, 30%, 17%, -28%, 1%
COC(=O)CCN(C1CCCCC1)S(=O)(=O)c1ccc(S(=O)(=O)NC2CCCCC2)cc1
    -10%, 8%, -17%, -2%, 4%, 6, -3%, 6%, -16%, 0%, 0%

(list continues)
Values in the order – TCR act, BCR signal inh, ELG1 DNA repair, Tb PFK inh, a7 integrin act, TSHR antag, Mito fusion yeast, AT treatment, Eya2 phos inh, ASM inhibitor, TSG101-PTAP inh
CN1CCN(C(=O)c2ccc3c(c2)NC(=O)C(C)(C)O3)CC1
    1%, 7%, 2%, 0%, 3%, 12, 1%, 4%, 6%, 5%, -5%
CCOc1ccc(CNC(=O)CCn2c(=O)oc3ccccc32)cc1
    -1%, 3%, 0%, 0%, 14%, 9, 3%, 1%, 4%, 1%, -14%
CC(C)CNC(=O)COC(=O)c1ccccc1SCC(=O)NCC(C)C
    4%, 0%, -9%, -8%, -10%, 0, -1%, 3%, -1%, 0%, -3%
O=C(NCCc1c[nH]c2ccccc12)C1CCN(c2nnc(N3CCCC3=O)s2)CC1
    2%, -29%, -3%, -2%, 3%, 4, 1%, -3%, 1%, 2%, 0%
Cc1nc2c3cnn(-c4ccc(C)c(C)c4)c3ncn2n1
    7%, 11%, u, 2%, 18%, -4, 1%, 0%, 2%, 3%, -1%
CCCN(CC1CC1)C(=O)COC(=O)c1oc2ccc(OCC)cc2c1C
    7%, -5%, u, 0%, -34%[inhibitor], -10, 13%, 20%, -29%, -5%, 1%
COC(=O)c1ccc2c(=O)n(NC(C)=O)c(=S)[nH]c2c1
    6%, 0%, 8%, 22%, 15%, 5, -1%, 2%, 6%, 11%, -3%
C=CCN=c1scc(-c2ccco2)n1/N=C/c1ccc(O)c(O)c1O
    4%, -1%, u, 1%, -48%[inhibitor], -15, 1%, -4%, 2%, -1%, -1%
Cc1ccc(OCCn2c(C)nc3ccccc32)cc1
    2%, 0%, -6%, 0%, -41%, 4, -8%, 0%, -3%, 0%, 3%
CC(C)C(NS(=O)(=O)c1ccccc1F)C(=O)OCC(=O)NCc1ccco1 (stereo not given)
    2%, 0%, 14%, 0%, -5%, 12, -6%, -3%, 12%, 1%, 1%
CCOC(=O)c1c(NC(=O)CSc2nnc3c(n2)[nH]c2ccc(F)cc23)sc(C(C)=O)c1C
    -2%, 7%, -33%, -9%, -2%, -3, 1%, 1%, 2%, -1%, -4%
CCOC(=O)C1CCCN(Cc2nc(Cc3ccccc3Cl)no2)C1 (stereo not given)
    -9%, -4%, 4%, 1%, 17%, -9, -1%, 9%, 11%, 1%, -3%
Cc1cc(C)c(OCC(O)CNC(C)(C)C)c(C)c1 (stereo not given)
    -10%, -1%, -3%, 1%, -19%, 17, 25%, -3%, 0%, 1%, -2%
CC(C)(C)OC(=O)N[C@@H](Cc1ccccc1)C(=O)NCC1CCC(C(=O)N[C@@H](CC(=O)O)C(=O)O)CC1 (stereo not given in full)
    -1%, 1%, 10%, -3%, 6%, 13, -24%, 37%, 7%, 3%, 0%
CN(CCCNC(=O)c1ccccc1F)CCCNC(=O)c1ccccc1F
    -1%, 1%, 11%, -3%, 9%, 3, -1%, 2%, -1%, 1%, -2%
Cc1ccc2c(CC(=O)OCC(=O)N(CC(C)C)c3c(N)n(Cc4ccccc4)c(=O)[nH]c3=O)coc2c1
    -2%, 4%, -3%, -20%, 5%, 0, -9%, 6%, 18%, -1%, 4%
O=C(C1CCCO1)N1CCN(S(=O)(=O)c2ccccc2)CC1 (stereo not given)
    x, -1%, 10%, -4%, 0%, 4, 3%, -5%, -6%, -2%, x
O=C(CSc1nnnn1-c1ccc2c(c1)OCO2)NCc1ccccc1
    3%, 2%, -28%, -3%, 20%[7.66 µM], 14, 1%, -10%, 3%, -2%, -7%
Cc1ccc(NC(=O)c2cc(Cl)ccc2[N+](=O)[O-])cc1C
    12%[46.1 µM], -5%, -7%, -7%, -33%, -8, 4%, 0%, -4%, -13%, -6%
CN(C)c1ncc(S(=O)(=O)c2ccccc2)c(-c2ccccc2Cl)n1
    4%, u, -3%, -3%, 12%, -6, 1%, -9%, 7%, -1%, -3%
COc1ccccc1OCC(=O)NNc1c2ccccc2nc2ccccc12
    -24%, u, u, 10%, -4%, 5, 23%, -9%, -9%, -3%, 0%
COc1cccc(CNCc2ccccn2)c1OC
    5%, 2%, 18%, -4%, 7%, 8, -7%, -5%, 14%, -1%, -4%
